Source: PubChem BioAssay
Avidin fluor: avidin bead compound fluorescence profile. AID 1775. hit rate 0.38% among 220,000. fluorescence (KMESF) at 10 µM. Avidin beads, compound fluorescence 488/530 nm, flow cytometry; stronger effect = higher value; in the data active = fluorescence above about 47; note: inactives centre near 10
Rac1 wt GTP bind: alters GTP binding to wildtype human Rac1; GST-Rac1 beads, fluorescent GTP binding, flow cytometry; actives lie on both sides; 0 = cold GTP competed, 100 = untreated; P63000; hit rate 0.27% among 190,000; AID 757; GTP binding activity (% of control), % at 10 µM;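 active = GTP binding activity at least 20 points away from the 100% control level, either lower or higher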
ABCB1 block: human ABCB1 inhibition, ABCG2 as counter-screen | CCRF-Adr cells, JC-1 efflux, flow cytometry | inhibition, % at 6.6 µM | hit rate 0.067% among 190,000; in the data active = inhibition above about 40%;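 note: 0% = vehicle and 100% = reference inhibitor; higher value means more JC-1 retained so stronger ABCB1 efflux block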
ABCG2 block: inhibitors of human ABCG2 transporter, ABCB1 counter-screen. Q9UNQ0. IgMXP3 cells, JC-1 efflux, flow cytometry. inhibition, % at 6.6 µM. hit rate 0.1% among 190,000. AID 1325;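 active = inhibition above 80%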;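 note: 0% = DMSO and 100% = nicardipine control wells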
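Test system: IgMXP3 (ABCG2) plus far-red-tagged CCRF-Adr (ABCB1) cells / Amount: 3 million cells/mL in well / Reagent: JC-1 transporter substrate / Timing: 10 min compound exposure, 25 °C / Signal: flow cytometry, 530 nm JC-1 signal / Read-out: percent efflux inhibition, scaled nicardipine 100% to DMSO 0% / Benchmarks: nicardipine as high control, DMSO as low control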
Cdc42 wt GTP: changes GTP binding to wildtype human Cdc42; P60953; GST-Cdc42 beads, Bodipy-GTP binding, flow cytometry; actives lie on both sides; percent activity (GTP binding), % at 10 µM; hit rate 0.2% among 190,000;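 active = percent activity GTP binding at least 20 points away from the 100% baseline, either down as inhibitor or up as activator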;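 note: median bead fluorescence of bound Bodipy-FL-GTP at 100 nM; 0% = excess unlabeled GTP control and 100% = no compound control; below 100% means less GTP binding so inhibitor and above means activator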
Target sequence (P60953 whole entry, looked up): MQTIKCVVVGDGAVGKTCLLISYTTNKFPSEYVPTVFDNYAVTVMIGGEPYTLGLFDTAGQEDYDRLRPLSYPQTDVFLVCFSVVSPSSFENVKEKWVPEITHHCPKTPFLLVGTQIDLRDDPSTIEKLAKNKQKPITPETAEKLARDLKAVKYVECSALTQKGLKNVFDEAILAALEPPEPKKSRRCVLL
HRas wt GTP bind: changes GTP binding to wildtype human HRas. GTP binding activity, % at 10 µM. hit rate 0.14% among 190,000. GST-Ras wt beads, Bodipy-FL-GTP binding, flow cytometry; actives lie on both sides. P01112;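 active = GTP binding activity at least 20% away from the 100% baseline, either lowered as inhibitor or raised as activator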;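 note: 0% = unlabeled GTP competition control and 100% = no-compound control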
Target sequence (P01112 whole entry, looked up): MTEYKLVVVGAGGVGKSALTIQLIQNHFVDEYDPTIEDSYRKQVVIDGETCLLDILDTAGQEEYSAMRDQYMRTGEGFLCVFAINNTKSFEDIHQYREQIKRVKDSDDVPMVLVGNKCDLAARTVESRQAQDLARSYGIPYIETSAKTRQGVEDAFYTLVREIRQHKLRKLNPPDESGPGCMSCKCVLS
Rac1 act GTP bind: modulators of GTP binding to human Rac1 activated mutant | P63000 | GST-Rac1 activated beads, fluorescent GTP binding, flow cytometry; actives lie on both sides; 100% means binding = to untreated wells | percent activity (GTP binding), % at 10 µM | hit rate 0.11% among 190,000 | AID 764;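 active = GTP binding at least 20 percentage points away from the 100% baseline, in either direction, so actives lie on both sides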
Rab2A wt mod: changes GTP binding to wildtype dog Rab2A, up or down | P61105 | hit rate 0.19% among 190,000 | GTP binding activity, % at 10 µM | GST-Rab2 wt beads, Bodipy-GTP binding, flow cytometry;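 active = GTP binding activity at least 20 points away from 100%, either lowered or raised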;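 note: 0% = beads with excess unlabeled GTP and 100% = no-compound control corrected for plate trend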
Rab7 wt modul: dog Rab7 wildtype GTP binding, inhibitors and activators. hit rate 0.055% among 190,000. GST-Rab7 beads, fluorescent GTP binding, flow cytometry; actives lie on both sides; untreated = 100%, excess cold GTP = 0%. GTP binding activity (percent of control), % at 10 µM;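 active = fluorescent GTP binding to Rab7 beads changed by at least 20 points from the 100% baseline, either direction, mostly lower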;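 note: median green fluorescence of bound Bodipy-FL-GTP per Rab7 bead population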
Pf gamet viab: inhibitors of late stage P. falciparum gametocyte viability; P. falciparum stage V gametocytes, ATP luminescence, 24 h; inhibition, % at 10.9 µM; hit rate 0.065% among 150,000;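 active = inhibition above the mean plus 3 SD of compounds within the control limits, set per campaign, cut at about 38% in these data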;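 note: 0% = DMSO wells and 100% = medium only without gametocytes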
Mcl1 Noxa PPI: Mcl-1/Noxa interaction inhibition. Q07820. TR-FRET Mcl-1/Noxa peptide binding, 2 h. inhibition, % at 21.7 µM. hit rate 1.5% among 220,000. AID 1022;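 active = compounds that cut the protein-peptide binding signal by more than 50% relative to plate controls in a single-dose test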;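 note: His-tagged Mcl-1 with rhodamine Noxa BH3 peptide and terbium anti-His antibody; 0% = Mcl-1 plus Noxa peptide wells and 100% = peptide-only wells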
Target sequence (Q07820 whole entry, looked up): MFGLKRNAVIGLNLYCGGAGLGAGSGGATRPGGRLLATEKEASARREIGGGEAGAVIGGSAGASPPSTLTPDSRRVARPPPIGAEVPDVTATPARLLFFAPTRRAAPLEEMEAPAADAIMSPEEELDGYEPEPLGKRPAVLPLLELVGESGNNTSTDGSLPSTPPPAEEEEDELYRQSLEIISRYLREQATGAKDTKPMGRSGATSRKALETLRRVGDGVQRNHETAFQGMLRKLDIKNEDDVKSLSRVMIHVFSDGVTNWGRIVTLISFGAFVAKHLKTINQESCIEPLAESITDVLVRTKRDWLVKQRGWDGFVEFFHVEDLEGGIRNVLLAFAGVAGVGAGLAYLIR
An asterisk follows results filed as active; · = not tested or not shown.

Structure	Rac1 act GTP bind	Cdc42 wt GTP	Rac1 wt GTP bind	Rab2A wt mod	ABCG2 block	Mcl1 Noxa PPI	Pf gamet viab	Rab7 wt modul	HRas wt GTP bind	ABCB1 block	Avidin fluor
Cc1ccc(N2CC(C)Cn3c2nc2c3c(=O)n(CC(=O)OCc3ccccc3)c(=O)n2C)cc1C (stereo unspecified)	96	97	95	99	4	-4	·	99	97	3.1	27
CCN1C(=O)c2ccccc2S(=O)c2ccc(C(=O)N3CCN(C(=O)c4ccco4)CC3)cc21 (stereo unspecified)	98	101	103	102	2	14	·	99	101	1.6	7
Cc1ccc(C(=O)N/C(=C/c2cccs2)C(=O)NCc2ccco2)cc1	98	99	105	95	1	4	8	95	98	0.2	12
CCOC(=O)c1ccccc1NC(=O)c1ccccc1NS(C)(=O)=O	98	103	103	100	3	-1	10	99	100	0.4	38
CCCCNc1cc(=O)oc2ccccc12	98	102	100	102	2	-1	·	104	103	0.5	35
O=C(NCc1ccco1)C12CN(Cc3ccccc3)CC1C(c1ccc([N+](=O)[O-])cc1)=NO2 (stereo unspecified)	94	96	96	93	4	5	-2	94	97	2.9	19
CCOc1ccc(N2CC(C(=O)Nc3ccc(F)cc3F)CC2=O)cc1 (stereo unspecified)	99	101	100	97	2	5	·	98	98	0.5	25
COc1cc(OC)c(OC)cc1/C=N/Nc1ncnc2c1[nH]c1ccccc12	94	96	87	86	18	44	-5	94	87	3.0	15
Cc1cc(C(=O)CSc2nnc(-c3ccco3)o2)c(C)n1-c1ccc2c(c1)OCCO2	87	91	90	90	2	3	·	95	92	0.8	28
CC(OC(=O)c1ccc(NS(=O)(=O)c2ccc3[nH]c(=O)[nH]c3c2)cc1)C(=O)Nc1ccc(Cl)cc1 (stereo unspecified)	94	98	94	94	-2	9	-15	91	94	-0.6	8
CCc1c(O)c(/C(C)=N\O)c(=O)n(-c2ccccc2)c1-c1ccccc1	86	82	88	87	-9	7	16	84	87	-0.4	14
Oc1ccc(-n2cccc2/C=N/n2cnnc2)cc1	95	97	98	98	-1	6	·	106	98	0.0	9
O=C(Nc1ccc2c(c1)OCCO2)C1CCN(C(=O)c2ccc([N+](=O)[O-])cc2)CC1	92	91	92	92	1	1	-8	88	92	0.1	19
CC(C)C(=O)NC(=O)COC(=O)/C=C/c1cccs1	94	96	98	94	12	-6	-1	97	95	1.0	11
O=C(CSc1ccc(Cl)cc1)Nc1cccc(-c2nnc(-c3ccco3)o2)c1	98	100	103	100	16	12	5	102	99	-0.1	16
CCOC(=O)Cc1nn(C)c(=O)c2ccccc12	97	103	104	102	2	2	-3	102	103	0.6	7
CSc1ccc(S(=O)(=O)Nc2ccc(NC(C)=O)cc2)cc1	96	99	97	100	1	1	-2	102	100	0.4	10
Cc1ccc(NC(=O)CCC(=O)N/N=C/c2cccs2)cc1C	98	101	101	97	1	-4	6	100	100	0.2	5
CCc1cc2c(=O)n(-c3ccc(Br)cc3)cnc2s1	96	99	100	98	0	5	·	96	99	-1.2	5
CCCOc1ccc(-c2nnn(CC(=O)Nc3cccc(C(=O)OC)c3)n2)cc1	100	98	98	95	-2	0	0	99	99	-0.3	23
COc1cccc(N=Cc2c[nH][nH]c2=O)c1	103	105	104	100	1	-13	·	97	99	0.5	31
Cc1cccc(/C=C(\C(=O)C(=O)O)c2ccc3ccccc3n2)c1	92	94	94	92	7	3	-3	90	93	0.9	15
CCCn1c(=O)c2ccccc2n2c(SCc3nc4ccccc4s3)nnc12	96	98	99	97	3	-2	·	101	99	2.2	19
COC(=O)c1cc2ccsc2n1Cc1nc(-c2cccc(Cl)c2)oc1C	94	94	94	95	3	50	·	98	93	-1.7	4
O=C(Cc1c(Cl)cccc1Cl)Nc1cccc(S(=O)(=O)N2CCOCC2)c1	94	95	93	98	-1	12	12	107	98	-0.4	4
COc1cccc(CNC(=O)CNC(=S)N(Cc2ccccc2)Cc2ccccc2F)c1	94	100	98	94	4	-1	-5	95	94	1.5	19
COCCNCCCOc1ccc(Br)cc1Cl	105	106	106	105	6	22	-13	106	104	·	5
CCOC(=O)C1(C)NC(c2cc(OC)c(OC)c(OC)c2)C2C(=O)N(CC)C(=O)C21 (stereo unspecified)	103	104	106	104	2	-24	·	101	103	0.2	6
S=C(c1ccccc1)N1CCCc2ccccc21	101	95	97	98	0	10	·	95	100	-0.2	14
CCCCC(=O)Nc1cccc(NC(=O)c2ccc(Br)o2)c1	100	105	102	99	17	-3	0	97	99	1.1	10
Cc1cc(C(=O)CCl)c(C)n1-c1ccon1	94	100	98	96	16	10	-1	95	96	1.3	11
C=CCc1ccc(OCCCOc2ccc(C)c(C)c2)c(OC)c1	95	98	101	99	3	15	-9	102	98	0.6	13
Cc1[nH]c(C(=O)N/N=C/c2ccc(N(C)C)cc2)c(C)c1C(=O)N/N=C/c1ccc(N(C)C)cc1	99	101	102	101	-3	36	10	106	100	-0.4	11
Cc1cccc(-n2c(C)cc(C=C3C(=O)c4ccccc4C3=O)c2C)c1	96	96	99	97	0	12	·	96	96	0.4	6
COC(=O)c1cn(-c2ccccc2)nc1-c1ccc(OC)cc1	93	95	97	97	12	0	-3	100	95	-0.5	10
O=C1CN2NC(=S)N(c3ccccc3)C2=CN1c1ccc(Cl)cc1	95	93	98	94	7	8	-3	96	96	0.5	9
CNC(=O)C(Sc1nc(C)nc2c1oc1ccccc12)C(C)=O (stereo unspecified)	96	98	98	100	2	16	·	97	99	0.2	13
CCN1CCCC1CNS(=O)(=O)c1cc(Br)cc2c1N(C(=O)C1CC1)CC2 (stereo unspecified)	98	102	101	101	0	9	·	104	102	0.2	9
Cc1ccc(C(=O)Nc2cccc(C(=O)O)c2)cc1S(=O)(=O)N1CCCCC1	99	102	104	100	-1	17	·	102	100	-0.3	28
CCOC(=O)C1=C(c2ccccc2)Nc2ncnn2C1c1cc(OC)cc(OC)c1OC (stereo unspecified)	100	101	104	101	-1	2	·	98	100	-0.1	3
CCCn1c(SCC(=O)Nc2cc(Cl)ccc2OC)n[nH]c1=O	98	101	103	101	13	7	·	101	100	1.2	8
CCN1CCCc2cc(CN(CCN3CCOCC3)C(=O)Nc3ccc(C)c(C)c3)ccc21	99	102	104	101	54	-2	·	98	102	23	16
NC(=O)Nc1ccc(F)cc1	96	99	99	102	1	11	·	102	101	0.3	13
CCN(CC)S(=O)(=O)c1ccc2c(c1)c(=O)c(C(=O)NCc1cccs1)cn2C	97	98	105	99	4	10	·	98	98	0.9	12
COc1ccccc1OCC(=O)Nc1cc(S(=O)(=O)N2CCCCC2)ccc1N1CCCCC1	101	102	109	103	19	9	-9	98	103	1.6	11
COc1cc2c(cc1OC)C(c1cccc([N+](=O)[O-])c1)NC(=O)C2 (stereo unspecified)	95	97	97	96	2	10	11	94	92	0.7	6
O=C(CSc1nnc(CNC(=O)c2ccco2)o1)Nc1ccccc1	98	94	100	94	0	6	-17	99	96	0.1	59*
c1csc(-c2nnsc2-c2nc3ccccc3[nH]2)c1	96	100	95	96	-1	-3	·	91	96	-3.0	14
CC(=O)c1c(NCCc2ccccc2)nc(=S)n(-c2ccccc2)c1C	100	99	100	97	-1	15	-16	96	100	-0.6	19
Cc1cc(C)nc(N/C(=N\S(=O)(=O)Cc2ccccc2)Nc2ccccc2Br)n1	99	98	98	99	12	29	·	99	99	13	2

Going on with the list.
Structure	Rac1 act GTP bind	Cdc42 wt GTP	Rac1 wt GTP bind	Rab2A wt mod	ABCG2 block	Mcl1 Noxa PPI	Pf gamet viab	Rab7 wt modul	HRas wt GTP bind	ABCB1 block	Avidin fluor
C=CCNc1sc(C(=O)c2cccs2)c(N)c1C#N	99	100	98	101	1	-3	·	102	101	0.4	6
CNc1nc(C)nc(-n2nc(C)cc2C)n1	104	106	110	103	4	-4	·	101	104	0.1	21
CCOC(=O)C1=NN(N=O)C2(CC(=O)N(c3cc(C)cc(C)c3)C2=O)C1 (stereo unspecified)	99	103	104	102	3	31	-15	102	104	0.4	7
CCOC(=O)c1nn(-c2ccccc2)c(C#N)c1NC(=O)c1nn(CC)cc1Br	97	97	99	98	3	-32	·	98	99	3.1	9
CN1CCC2(CC1)NC(=O)NC2=O	97	102	99	99	2	12	2	101	102	0.8	12
Cc1ccc(NC(=O)C(=O)NCc2ccco2)c(C)c1	98	99	99	96	1	3	-8	97	97	0.4	11
O=C(O)c1ccc(COc2ccc(Cl)cc2)o1	101	107	106	104	6	19	·	103	104	0.1	27
C=CCC(O)(CCN1CCCCC1)c1ccccc1 (stereo unspecified)	100	104	108	100	0	19	7	100	102	0.0	21
Cc1ccc(-c2nc(SCC(=O)Nc3cc(S(=O)(=O)N4CCCCC4)ccc3Cl)n[nH]2)cc1	97	100	101	96	17	-9	·	103	99	0.1	15
Cc1cccc(C)c1NC(=O)C(NC=O)c1ccc(Cl)cc1 (stereo unspecified)	98	101	99	98	0	6	15	99	100	0.3	37
COC(=O)c1ccc(/C=N/NC(=O)CC(=O)NC2CCCCC2)cc1	95	100	101	102	17	5	0	109	102	1.2	10
O=C(N/N=C/c1ccc(Cl)c([N+](=O)[O-])c1)C1CC1	96	94	95	99	4	15	-10	102	98	0.8	27
COc1ccc(C)cc1N(C(=O)c1ccccc1)c1nc2ccccc2s1	104	103	107	104	21	-8	9	101	104	4.5	14
CC(=O)c1c(C)[nH]c(C(=O)CSc2nnc(-c3cccs3)n2Cc2ccccc2)c1C	97	102	106	100	14	8	·	101	102	3.3	9
CCCNC(=O)/C=C/c1ccc(S(=O)(=O)Nc2ccccc2OC)cc1	95	96	100	95	5	19	·	97	97	1.1	23
Cc1ccccc1N1CCN(c2ncnc3scc(-c4cccs4)c23)CC1	93	97	96	93	6	3	-11	93	96	0.8	30
COc1ccc(S(=O)(=O)N(CC(=O)NCc2ccco2)c2ccccc2)cc1OC	100	104	102	102	3	-8	·	100	101	0.9	5
N#Cc1ccc(C(=O)Nc2nnc(-c3ccco3)o2)cc1	94	98	98	98	3	13	15	101	100	0.6	24
Cc1onc(-c2c(F)cccc2Cl)c1C(=O)N1CCCc2ccccc21	98	100	100	98	1	-3	·	96	99	0.4	13
O=C(/C=C/c1cccc(Cl)c1)N1CCC(Cc2ccccc2)CC1	89	90	87	87	2	3	-11	92	90	-0.2	15

Random draw from the library (roughly 2.3% active in at least one column).
